From PubChem BioAssay
Vif-APOBEC3G blk: blocks the Vif interaction with human APOBEC3G; Q9HC16; HeLa A3G-eYFP + Vif (tagged APOBEC3G with the HIV-1 protein that degrades it), YFP fluorescence, overnight; Potency, µM (series often up to 46.1 µM), for the others: top-dose activity, negative = active, most hits filed as inhibitors; 410,000 compounds, 0.076% hits; AID 602310;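 also: potency is read from the fitted curve at half-maximal effect; % is scaled to controls: 0 for no effect and ±100 for the full control effect; nearly all actives have a fitted effect of over 60% in size; hits raise eYFP signal because A3G escapes Vif-driven loss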
Target sequence (Q9HC16 whole entry, looked up): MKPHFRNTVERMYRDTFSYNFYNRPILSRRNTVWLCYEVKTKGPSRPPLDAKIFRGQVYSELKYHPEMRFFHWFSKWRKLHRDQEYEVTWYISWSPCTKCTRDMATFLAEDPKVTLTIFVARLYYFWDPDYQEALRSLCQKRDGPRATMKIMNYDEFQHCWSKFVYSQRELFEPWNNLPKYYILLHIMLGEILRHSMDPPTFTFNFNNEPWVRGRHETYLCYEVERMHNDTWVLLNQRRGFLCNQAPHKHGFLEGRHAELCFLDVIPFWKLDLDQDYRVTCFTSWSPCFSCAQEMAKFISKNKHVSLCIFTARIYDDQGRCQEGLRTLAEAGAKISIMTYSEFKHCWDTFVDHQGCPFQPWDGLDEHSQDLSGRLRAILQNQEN
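Read-out is eYFP fluorescence (Ex 488/Em 500-530) from Vif-expressing HeLa A3G-eYFP cells; more signal means A3G escaped Vif-mediated degradation. Cells plated overnight, compound pinned in, incubated overnight at 37 deg C.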
Glioma ERSR ind: induces the endoplasmic reticulum stress response in human glioma cells; U87-MG GRP78 promoter luciferase reporter, 16 h; Potency, µM, for inactives: at the top dose activation, hits mostly activators; 420,000 compounds, 0.02% hits; AID 602332; also: potency is read from the fitted curve at half-maximal effect; series mostly up to about 76 µM; % of control where 0% means no effect; nearly all actives have a fitted effect of over 35% in size
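ERSR induction read as luciferase luminescence (Bright-Glo, 10 min at room temperature) in stably transfected human U87-MG glioma cells exposed to compounds for 16 h, using GRP78 as sensor.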
Vif-APOBEC3F blk: Vif-A3F binding inhibition. HeLa A3F-eYFP + Vif (tagged APOBEC3F with the HIV-1 protein that degrades it), YFP fluorescence increase. Potency, µM (series often up to 46.1 µM), for the others: at the top dose activity, negative = active. 390,000 compounds, 0.2% hits; also: potency is read from the fitted curve at half-maximal effect; % of control where 0% means no effect; nearly all actives have a fitted effect of over 65% in size
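HeLa cells stably expressing A3F-eYFP plus Vif, plated and incubated overnight at 37 deg C, then exposed to compounds overnight at 37 deg C. Blocked degradation read as raised yellow fluorescence (Ex 488/Em 500-530).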
rTrxR1 inhibitor: rat TrxR1 inhibition | O89049 | recombinant rTrxR1, NADPH fluorescence consumption, selenite substrate | Potency, µM (top dose mostly 114 µM), for the others: top-dose activity change, negative = inhibition, actives largely listed as inhibitors | 390,000 compounds, 1% hits | AID 588453; also: potency is read from the fitted curve at half-maximal effect; % is scaled to controls: 0 for no effect and ±100 for the full control effect; nearly all actives have a fitted effect of over 65% in size
Target sequence (O89049 whole entry, looked up): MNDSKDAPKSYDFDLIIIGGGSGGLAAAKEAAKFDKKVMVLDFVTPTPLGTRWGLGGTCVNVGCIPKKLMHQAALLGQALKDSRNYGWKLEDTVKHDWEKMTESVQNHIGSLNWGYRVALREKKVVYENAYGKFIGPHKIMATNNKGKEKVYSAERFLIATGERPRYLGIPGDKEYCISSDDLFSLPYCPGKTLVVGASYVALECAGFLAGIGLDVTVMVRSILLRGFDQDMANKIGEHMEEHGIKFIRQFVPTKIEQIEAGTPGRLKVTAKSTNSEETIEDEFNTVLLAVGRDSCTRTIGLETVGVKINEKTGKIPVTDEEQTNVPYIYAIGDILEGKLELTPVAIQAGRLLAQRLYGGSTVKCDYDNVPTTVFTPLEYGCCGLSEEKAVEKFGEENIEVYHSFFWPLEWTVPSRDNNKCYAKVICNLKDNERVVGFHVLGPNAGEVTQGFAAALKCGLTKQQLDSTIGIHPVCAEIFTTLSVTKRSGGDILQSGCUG
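Rat TrxR1 (90 nM in the dispensed reagent) was pre-reduced with 400 uM NADPH for 5 min at room temperature, then incubated with compound for 15 min. After 400 uM selenite was added, NADPH fluorescence (Ex 340/Em 450 nm) was followed for 8 min.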
RGS4 inh: human RGS4 inhibition; Potency, µM (series often up to 114 µM), inactives show top-dose activity change, negative = inhibition, actives largely listed as inhibitors; Transcreener GDP fluorescence polarization, RGS4-accelerated GTP hydrolysis; P49798; AID 504845; 390,000 compounds, 0.039% hits; also: potency is read from the fitted curve at half-maximal effect; % is scaled to controls: 0 for no effect and ±100 for the full control effect; nearly all actives have a fitted effect of over 75% in size; some results filed as inactive show a strong effect at the top dose
Target sequence (P49798 whole entry, looked up): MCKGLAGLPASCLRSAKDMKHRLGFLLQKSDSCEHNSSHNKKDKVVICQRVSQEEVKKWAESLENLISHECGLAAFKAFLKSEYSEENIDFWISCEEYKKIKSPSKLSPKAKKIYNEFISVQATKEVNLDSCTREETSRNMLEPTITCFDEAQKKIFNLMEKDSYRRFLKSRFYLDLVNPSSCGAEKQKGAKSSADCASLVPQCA
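MLSMR compounds (23 nl, pin-transferred) preincubated 10 min at room temperature with a 500nM (2x) first reagent, then RGS4 at 900nM (2x) plus Transcreener GDP mix added; fluorescence polarization (620/688 nm) read before and after 90 min at 30 °C.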
USP1 inh: inhibitors of human USP1/UAF1 deubiquitinase. O94782. recombinant USP1/UAF1, Ub-Rhodamine cleavage fluorescence. Potency, µM (highest dose often 57.1 µM), for the others: top-dose activity change, negative = inhibition, most hits filed as inhibitors. 390,000 compounds, 0.23% hits. AID 743255; also: potency is read from the fitted curve at half-maximal effect; % is scaled to controls: 0 for no effect and ±100 for the full control effect; nearly all actives have a fitted effect of over 60% in size; inactives centre near -12
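USP1/UAF1 complex at 1 nM was preincubated with compound for 15 min at room temperature, then Ub-Rho substrate (150nM final) was added. Fluorescence (480/540 nm) was read kinetically, 6 reads every 60 seconds.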
IDH1 R132H inh: human IDH1 R132H inhibition. 390,000 compounds, 0.093% hits. IDH1-R132H enzyme, NADPH consumption, diaphorase/resazurin fluorescence. AID 602179. Potency, µM (top dose mostly 76.6 µM), without a hit: top-dose activity change, negative = inhibition, hits mostly inhibitors; also: potency is read from the fitted curve at half-maximal effect; % is scaled to controls: 0 for no effect and ±100 for the full control effect; nearly all actives have a fitted effect of over 65% in size
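IDH1-R132H (0.5 ug/mL dispensed) in pH 7.5 Tris buffer was preincubated 30 min with compound, then given a substrate mix of 0.016 mM NADPH and 2 mM alpha-KG for 80 min at room temperature; remaining NADPH was read by diaphorase/resazurin fluorescence.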
TrxR1 substrate: is turned over as a substrate by rat TrxR1. AID 588456. 390,000 compounds, 0.01% hits. purified TrxR1 substrate turnover, NADPH consumption readout. Potency, µM (series often up to 114 µM), inactives show at the highest dose activity change, negative = substrate turnover; also: potency is read from the fitted curve at half-maximal effect; % is scaled to controls: 0 for no effect and ±100 for the full control effect; nearly all actives have a fitted effect of over 50% in size
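Rat TrxR1, dispensed at 90 nM, was prereduced with 400 uM NADPH (final) for 5 min at ~22 deg C, then incubated with compound 15 min before 400 uM selenite. A first-read NADPH fluorescence drop versus no-compound background flagged substrates.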
LDHA inh: LDHA (human) enzyme inhibition; purified LDHA, NADH/diaphorase-resazurin fluorescence; active compounds read low; activity change, % (values are at about 110 or 230 µM); 480,000 compounds, 0.15% hits; in the data active = activity change below about -30%; inconclusive = mostly about -25% to -30%;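 also: plate controls were DMSO wells for no effect and wells without enzyme for full effect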
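Human LDH5 (2 nM) was incubated with 0.06 mM NADH and 0.2 mM pyruvate for 5 min at room temperature in Tris pH 7.4. Remaining NADH was coupled through diaphorase/resazurin, and resorufin fluorescence was read at 0 and 20 min.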
* = called active by the depositor; ? = inconclusive; · = not tested or not shown; [ ] = remark or other dose. Unless noted, calls follow the shape of the dose curve; as a rule, active = well fitted curve in the direction sought with a large enough effect; inconclusive = small, poorly fitted or top-dose-only effect, or another doubt; inactive = no such curve, though single readings can be large; an effect the other way counts as inactive or inconclusive.

entry	Structure	Vif-APOBEC3G blk	Glioma ERSR ind	Vif-APOBEC3F blk	rTrxR1 inhibitor	RGS4 inh	USP1 inh	IDH1 R132H inh	TrxR1 substrate	LDHA inh
1	Cc1nc2sc(C(c3ccco3)N3CCC(Cc4ccccc4)CC3)c(O)n2n1 (stereo not drawn)	-1.1%	-1.6%	0.5%	10.0%[57.1 µM]	-23.0%	-24.9%	-2.3%	6.8%[57.1 µM]	-4.6
2	COc1ccc(N2CCCC2)c(NC(=O)COc2ccccc2Cl)c1	1.9%	0.1%	-2.6%	19.1%[57.1 µM]	4.4%	-27.1%	-5.8%	2.9%[57.1 µM]	1.2
3	CC(Sc1n[nH]c(N)n1)C(=O)Nc1ccc(Cl)cn1 (stereo not drawn)	-4.1%	1.9%	2.7%	22.5%	10.9%	-4.5%	18.2%	2.2%	-2.9
4	COc1ccc(NC(=O)C(=O)N2N=C3CCCCC3C2(O)C(F)(F)F)cc1 (stereo not drawn)	-1.6%	-1.9%	-0.9%	8.4%[57.1 µM]	-8.1%	-21.2%	-1.2%	1.9%[57.1 µM]	-12.6
5	CC(C)c1ccc(/C=C(\NC(=O)c2ccccc2)C(=O)NCCCN2CCOCC2)cc1	2.6%	-2.4%	0.8%	10.3%[57.1 µM]	-19.3%	-21.0%	0.4%	2.8%[57.1 µM]	-3.5
6	CCCCC(=O)Nc1nnc(SCC(=O)NC2CC2)s1	-6.3%	-1.8%	-1.6%	13.9%	-28.7%	-13.4%	0.0%	4.8%	-3.1
7	CC1=CC(=O)Nc2cncnc2N1	0.8%	0.3%	0.1%	15.0%[57.1 µM]	8.5%	-25.4%	-5.1%	10.1%[57.1 µM]	-7.7
8	CCOCCOC(=O)c1[nH]c2c(c1C)C(=O)CC(c1ccc(OC)c(OC)c1)C2 (stereo not drawn)	-5.5%	-2.5%	-3.6%	5.5%	-10.9%	2.0%	3.4%	5.1%	-8.5
9	Cc1c(-c2nc(N)nc(Nc3ccccc3F)n2)oc2ccccc12	-1.0%	4.5%	-0.6%	46.7%[activator]	3.0%	-19.9%	3.6%	51.7%[activator]	-10.7
10	C[C@H](NC(=O)c1cc2c([nH]c3ccccc32)c(-c2ccccc2)n1)C(=O)O	-3.9%	-3.4%	-5.2%	2.1%	3.0%	-13.4%	7.9%	74.3%[activator]	-9.1
11	CCc1c(C)sc2c1CCN(C(=O)Nc1ccccc1C(=O)OC)C2c1ccc(OC)cc1 (stereo not drawn)	-0.1%	0.4%	-0.5%	22.1%[57.1 µM]	1.1%	?	-0.5%	7.5%[57.1 µM]	-6.8
12	O=C(CN1C(=O)S/C(=C\c2cccs2)C1=O)Nc1ccc(O)c(C(=O)O)c1	1.8%	-2.9%	5.2%	-24.8%	8.1%	-20.7%	3.2%	-22.6%	-0.9
13	Cc1ccc(-n2nc3c(=O)n(C(C)C(=O)NCCc4cccs4)nc(C)c3c2C)cc1 (stereo not drawn)	1.4%	-0.7%	8.5%	31.0%	-2.3%	-17.5%	-3.4%	1.8%	-2.2
14	O=C(Nc1cnc2ccccn2c1=O)c1ccc(Cl)cc1	3.5%	-0.5%	6.3%	-0.4%	-19.4%	-9.2%	-1.3%	-6.8%	3.4
15	COc1ccc(N2CCN(C(=O)c3ccc(SC)cc3OC)CC2)cc1	1.4%	-1.7%	1.0%	6.3%[57.1 µM]	-18.4%	-6.6%	7.0%	-15.0%[57.1 µM]	-0.7
16	Cc1cc(/C=C(\C#N)C(=O)NC2CC2)c(C)[nH]1	-0.4%	3.4%	1.9%	-20.1%	-4.1%	-6.1%	0.8%	-10.1%	-2.9
17	CCOC(=O)N1CCN(C(=O)c2ccc3nc(N4CCCCC4)sc3c2)CC1	-4.2%	13.3%	-3.6%	-4.1%	-10.5%	-0.5%	11.9%	-0.5%	-1.9
18	CC(=O)Nc1ccc(CN2CCN(c3cccc(C(F)(F)F)c3)CC2)cc1	-1.8%	-0.4%	-3.6%	2.6%[57.1 µM]	-2.8%	-17.8%	14.3%	7.2%[57.1 µM]	-17.4
19	O=C(NC1CCCCCCC1)C1CCC(CNc2c(N3CCCC3)c(=O)c2=O)CC1 (stereo not drawn)	-0.4%	-3.5%	-3.6%	13.8%	1.6%	?	-4.4%	-4.4%	-0.6
20	O=[N+]([O-])c1ccc(O)c(/C=N/n2cnc3ccccc32)c1	0.6%	5.5%	-9.1%	-19.8%	-25.8%	-20.1%	4.6%	-17.9%	-13.3
21	COc1ccc(Cl)cc1N1CC(C(=O)Nc2nccs2)CC1=O (stereo not drawn)	?	-0.7%	?	-13.1%	2.5%	-4.3%	6.1%	-10.6%	0.9
22	COc1ccc(OCCNC(=O)c2cccc(Oc3ccc(C(F)(F)F)cc3[N+](=O)[O-])c2)cc1	0.0%	-7.2%	-5.0%	-35.2%	-19.2%	-11.0%	3.4%	-16.3%	-4.3
23	C=CCNc1nc2ccccc2nc1NS(=O)(=O)c1ccc(Cl)cc1	-2.4%	-3.2%	6.3%	4.0%	3.0%	-21.3%	-3.3%	4.7%	1.9
24	CN(CCO)c1nc(-c2cccs2)nc2ccccc12	·	·	·	-0.6%	12.1%	·	·	-9.8%	2.7
25	Cc1ccc(CNc2ccc(CNc3ncn[nH]3)cc2)cc1	2.2%	5.4%	2.3%	18.3%	8.7%	-8.6%	0.2%	7.3%	-4.9
26	CCCCOP(=O)(OCCCC)C(Nc1ccc(C(=O)OCC)cc1)c1ccncc1 (stereo not drawn)	1.0%	-3.4%	4.3%	7.2%	-14.1%[56.9 µM]	-28.2%	-7.4%	-5.2%	4.1
27	Cc1cccc(N2CCN(C(=O)C(C)C)CC2)c1C	6.0%	-3.9%	8.9%	-18.6%	-13.1%[11.4 µM]	-15.7%	3.7%	-3.4%	0.2
28	O=C(COc1ccc(Br)cc1)N/N=C1\SCC(=O)N1c1ccc(F)cc1	0.5%	-3.8%	-0.3%	-7.5%	14.9%	-0.4%	5.6%	-8.4%	-3.3
29	CCC(=O)N1CCc2cc(S(=O)(=O)NC(Cc3ccccc3)C(=O)Nc3ccc(Cl)cc3)ccc21 (stereo not drawn)	3.7%	-3.5%	2.3%	8.4%	-10.3%	?	9.3%	2.7%	1.2
30	Nc1nnc(-c2cccnc2)s1	-0.2%	-1.6%	-1.1%	16.6%	-22.4%	-22.1%	1.0%	6.2%	-0.2
31	Cc1ccc(N2CCN(S(=O)(=O)c3ccc4c(c3)oc(=O)n4C)CC2C)cc1 (stereo not drawn)	0.2%	-3.5%	0.5%	3.2%	-2.5%	-22.7%	0.0%	-2.7%	0.0
32	CC(C)CCOc1ccc(C(=O)NN2C(=O)NC3(CCCCC3)C2=O)cc1	0.4%	-2.0%	-13.2%	-0.9%	-4.0%	-19.1%	2.9%	-7.8%	-2.9
33	NC(N)=N/N=C/c1ccc(Cl)c(Cl)c1	-0.1%	-13.0%	10.9%	?	3.9%	-4.6%	0.0%	-16.9%	-11.2

In the list so far, these contain a thiophene ring, fused or not:
entry	Structure	Vif-APOBEC3G blk	Glioma ERSR ind	Vif-APOBEC3F blk	rTrxR1 inhibitor	RGS4 inh	USP1 inh	IDH1 R132H inh	TrxR1 substrate	LDHA inh
11	CCc1c(C)sc2c1CCN(C(=O)Nc1ccccc1C(=O)OC)C2c1ccc(OC)cc1 (stereo not drawn)	-0.1%	0.4%	-0.5%	22.1%[57.1 µM]	1.1%	?	-0.5%	7.5%[57.1 µM]	-6.8
12	O=C(CN1C(=O)S/C(=C\c2cccs2)C1=O)Nc1ccc(O)c(C(=O)O)c1	1.8%	-2.9%	5.2%	-24.8%	8.1%	-20.7%	3.2%	-22.6%	-0.9
13	Cc1ccc(-n2nc3c(=O)n(C(C)C(=O)NCCc4cccs4)nc(C)c3c2C)cc1 (stereo not drawn)	1.4%	-0.7%	8.5%	31.0%	-2.3%	-17.5%	-3.4%	1.8%	-2.2
24	CN(CCO)c1nc(-c2cccs2)nc2ccccc12	·	·	·	-0.6%	12.1%	·	·	-9.8%	2.7

Full records as entered above:
CC1=CC(=O)Nc2cncnc2N1 in the list: Vif-APOBEC3G blk: 0.8%; Glioma ERSR ind: 0.3%; Vif-APOBEC3F blk: 0.1%; rTrxR1 inhibitor: 15.0%[57.1 µM]; RGS4 inh: 8.5%; USP1 inh: -25.4%; IDH1 R132H inh: -5.1%; TrxR1 substrate: 10.1%[57.1 µM]; LDHA inh: -7.7
CCCCC(=O)Nc1nnc(SCC(=O)NC2CC2)s1 in the list: Vif-APOBEC3G blk: -6.3%; Glioma ERSR ind: -1.8%; Vif-APOBEC3F blk: -1.6%; rTrxR1 inhibitor: 13.9%; RGS4 inh: -28.7%; USP1 inh: -13.4%; IDH1 R132H inh: 0.0%; TrxR1 substrate: 4.8%; LDHA inh: -3.1

Molecules shown so far that have a COOH group (2):
entry	Structure	Vif-APOBEC3G blk	Glioma ERSR ind	Vif-APOBEC3F blk	rTrxR1 inhibitor	RGS4 inh	USP1 inh	IDH1 R132H inh	TrxR1 substrate	LDHA inh
10	C[C@H](NC(=O)c1cc2c([nH]c3ccccc32)c(-c2ccccc2)n1)C(=O)O	-3.9%	-3.4%	-5.2%	2.1%	3.0%	-13.4%	7.9%	74.3%[activator]	-9.1
12	O=C(CN1C(=O)S/C(=C\c2cccs2)C1=O)Nc1ccc(O)c(C(=O)O)c1	1.8%	-2.9%	5.2%	-24.8%	8.1%	-20.7%	3.2%	-22.6%	-0.9

These rows are one share of the data, so the mix of outcomes need not match the whole.
